procasp7 counter = counter-screen for procaspase-3 activators: activators of human procaspase-7. AID 463210. P55210. recombinant procaspase-7, Ac-DEVD-pNA absorbance 405 nm; D23A/D198A/D206A triple mutant, cannot self-cleave; scale: DMSO 0, 5 µM enzyme 100. 330,000 compounds, 0.093% hits. activation, % at 8.5 µM;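 active means percent activation above the screen-wide mean plus 3 SD, cut at about 25% in these data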
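Assay system: Uncleavable procaspase-7 mutant enzyme | Input: 2 µM procaspase-7 mutant as dispensed | Timing: 1 h compound preincubation, 2 h substrate cleavage, 25 °C | Repeats: One well per compound | Control set: DMSO wells as 0%, DMSO with 5 µM added PC-7 as 100% | Technique: Epi-absorbance of released pNA at 405 nm, two timepoints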
LAP4 TOR yeast = yeast TOR pathway LAP4-GFP modulation; S. cerevisiae LAP4-GFP multiplex, flow cytometry GFP, 3 h; median GFP as percent of DMSO wells; GFP response vs DMSO, % at 10 µM; 320,000 compounds, 0.34% hits; AID 2023;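 active means GFP response vs DMSO above a set limit, about the screen mean plus 3 SD, cut at about 150% in these data; inconclusive means under 70 cell events counted for the yeast strain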
CIT2-GFP yeast = yeast TOR pathway CIT2-GFP modulation | AID 2029 | GFP response vs DMSO, % at 10 µM | 320,000 compounds, 0.065% hits | S. cerevisiae CIT2-GFP strain, flow cytometry, 3 h; 100 means same as DMSO wells;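 active means GFP response relative to DMSO above a set limit, near the screen mean plus 3 SD, cut at about 150% in these data; inconclusive means Fewer than 70 cells measured for a yeast strain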;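 further: ratio of well median GFP fluorescence to mean of DMSO wells on the plate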
procasp3 activ = activates human procaspase-3; P42574; recombinant procaspase-3 D3A, Ac-DEVD-pNA absorbance 405 nm; activation, % at 8.5 µM; 330,000 compounds, 0.11% hits; AID 463141;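 active means activation above the mean of all tested compounds plus 3 SD, cut at about 21% in these data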;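 further: 0% = DMSO alone and 100% = DMSO wells spiked with extra 5 µM PC-3 D3A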
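Assay system – Procaspase-3 D3A mutant · Benchmarks – DMSO low control, extra-enzyme high control · Technique – 405 nm absorbance of p-nitroaniline, reads at 0 and 120 min · Doses – 8.5 µM nominal · Measure – % activation between DMSO and enzyme-spiked controls · Also added – Ac-DEVD-pNA chromogenic peptide substrate · Schedule – 1 h compound preincubation, 2 h substrate hydrolysis at 25 °C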
RPL19A TOR yeast = modulators of TOR pathway RPL19A-GFP in S. cerevisiae. percent response vs DMSO, % at 10 µM. 330,000 compounds, 0.3% hits. S. cerevisiae RPL19A-GFP strain, flow cytometry, 3 h; stronger effect = lower value. AID 2025;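 active means percent response vs DMSO below 50%; inconclusive means fewer than 70 events counted for the yeast strain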;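 further: median channel GFP fluorescence of the barcoded RPL19A-GFP strain; ratio of sample median GFP to plate DMSO average so 100% = DMSO; lower means less RPL19A-GFP as with rapamycin TOR inhibition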
MEP2 TOR yeast = yeast TOR pathway MEP2-GFP modulation. 330,000 compounds, 0.51% hits. AID 2016. GFP response vs DMSO, % at 10 µM. S. cerevisiae MEP2-GFP strain, flow cytometry GFP, 3 h; 100% = DMSO control level;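 active means GFP response versus DMSO above a set limit, roughly screen mean plus 3 SD, cut at about 180% in these data; inconclusive means fewer than 70 cells counted for a yeast strain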;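 further: median GFP fluorescence of the barcode-gated MEP2-GFP cells per well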
AGP1 TOR yeast = yeast TOR pathway AGP1-GFP modulation | GFP response vs DMSO, % at 10 µM | S. cerevisiae AGP1-GFP multiplex flow cytometry, 3 h; GFP as percent of DMSO wells | AID 2066 | 320,000 compounds, 0.02% hits;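 active means GFP response relative to DMSO above a set limit, near screen average plus 3 SD, cut at about 150% in these data; inconclusive means fewer than 70 cells counted for the yeast strain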;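 further: median GFP channel fluorescence of the gated AGP1 strain per well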
AHR act = activates the human aryl hydrocarbon receptor; AID 2796; AHR-responsive luciferase reporter cells, luminescence; 320,000 compounds, 2.5% hits; activation, % at 5 µM; P35869; in the data active means activation above about 47%;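 further: 0% = vehicle wells and 100% = reference agonist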
Target sequence (P35869 whole entry, looked up): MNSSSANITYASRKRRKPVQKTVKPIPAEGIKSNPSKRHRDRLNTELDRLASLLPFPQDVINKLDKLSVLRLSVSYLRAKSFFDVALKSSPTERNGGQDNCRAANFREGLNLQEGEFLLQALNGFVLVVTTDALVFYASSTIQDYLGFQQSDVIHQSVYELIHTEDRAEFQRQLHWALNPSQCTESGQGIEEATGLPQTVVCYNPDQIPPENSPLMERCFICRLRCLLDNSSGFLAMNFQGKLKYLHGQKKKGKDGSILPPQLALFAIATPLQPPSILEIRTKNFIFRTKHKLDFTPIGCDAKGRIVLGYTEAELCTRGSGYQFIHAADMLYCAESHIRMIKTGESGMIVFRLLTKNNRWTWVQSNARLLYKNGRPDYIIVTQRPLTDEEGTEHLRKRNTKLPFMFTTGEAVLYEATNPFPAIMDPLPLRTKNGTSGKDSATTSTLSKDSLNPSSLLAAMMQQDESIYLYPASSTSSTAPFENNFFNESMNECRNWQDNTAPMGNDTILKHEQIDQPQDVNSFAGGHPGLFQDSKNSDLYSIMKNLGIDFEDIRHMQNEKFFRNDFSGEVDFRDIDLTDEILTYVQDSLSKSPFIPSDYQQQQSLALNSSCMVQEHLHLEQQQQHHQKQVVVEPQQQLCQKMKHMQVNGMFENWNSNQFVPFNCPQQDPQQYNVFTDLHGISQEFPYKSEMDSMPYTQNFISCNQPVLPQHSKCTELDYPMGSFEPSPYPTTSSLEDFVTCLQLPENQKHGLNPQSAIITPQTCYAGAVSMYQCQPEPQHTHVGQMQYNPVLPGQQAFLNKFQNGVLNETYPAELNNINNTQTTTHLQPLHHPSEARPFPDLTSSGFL
* hit, by the source's call; u = inconclusive; x = no result given; [ ] = dose if it differs, or a comment.

Second line of a record: procasp7 counter	LAP4 TOR yeast	CIT2-GFP yeast	procasp3 activ	RPL19A TOR yeast	MEP2 TOR yeast	AGP1 TOR yeast	AHR act
Cc1ccc(-n2ccnc(SCC(=O)NC3CCCC3)c2=O)cc1Cl
    3	102	107	-5	101	101	108	1
CCCC(=O)Nc1sc2c(c1C#N)CC(C)(C)NC2(C)C
    11	95	102	-3	99	101	99	1
CCOC(=O)N1CCC(NC(=O)CC2C(=O)NCCN2Cc2ccccc2)CC1 (stereo not drawn)
    3	100	96	0	94	94	97	-2
CCOc1cccc(C(c2c(C)n(C)n(-c3ccccc3)c2=O)c2c(C)n(C)n(-c3ccccc3)c2=O)c1OC
    -5	89	109	10	105	107	99	0
Cc1cccc(NC(=O)CSCC(=O)Nc2ccccc2C(=O)NC2CC2)c1
    -2	93	100	0	92	101	96	5
CCN1CCN(C(=O)c2c(-c3c(F)cccc3Cl)noc2C)CC1
    -5	98	93	0	99	101	95	2
COc1ccc(S(=O)(=O)CCC(=O)N2CCN(c3ccccc3F)CC2)cc1
    -7	97	106	3	111	105	109	4
O=C(NNC(=O)c1ccc([N+](=O)[O-])cc1)c1ccc(Br)cc1
    16	96	93	7	103	110	94	-1
N/C(=N\OC(=O)Cc1ccccc1)c1ccncc1
    2	88	114	14	114	110	106	-1
COc1cccc(C2(O)CC(C(F)(F)F)=NN2C(=O)c2ccccn2)c1 (stereo not drawn)
    2	104	103	2	96	135	97	2
CCO[C@H]1OC(C(=O)N2CCN(C)CC2)=C[C@@H](c2csc3ccccc23)[C@@H]1CCCO
    -11	113	84	5	95	94	85	1
CC(=O)OC1CC2(C)C(=O)CCC2C2CCc3cc(O)ccc3C12 (stereo not drawn)
    16	89	93	0	95	95	96	-2
N#C/C(=C\c1ccncc1)c1ccc(NC(N)=O)cc1
    -3	91	102	-2	105	110	100	3
C/C=C/C(=O)OCC(=O)Nc1ccc(C)c(S(=O)(=O)N(C)C)c1
    -3	102	104	1	101	101	100	-1
O=C1CCCC2=C1C1c3ccccc3C(=O)N1c1ccc(C(=O)c3ccccc3)cc1N2 (stereo not drawn)
    6	99	104	-6	102	107	102	3
Cc1ccc(NC(=S)N(CCN2CCOCC2)Cc2cc3cc4c(cc3[nH]c2=O)OCCO4)cc1
    -8	97	93	-6	94	100	105	6
CCSc1nnc(-c2ccncc2)n1Cc1ccccc1
    -8	113	110	12	110	105	x	4
C/C(O)=c1/c(=O)nc2cccc3c2=c1c1ccccc1c3=O
    x	89[may fluoresce violet]	u	x	86[may fluoresce violet]	108[may fluoresce violet]	29[may fluoresce violet]	x
O=C(N/N=C/c1c[nH]c2ccccc12)c1cccc([N+](=O)[O-])c1
    1	104	98	-4	102	104	95	70*
O=c1c2ccccc2nc(SCc2cccc(F)c2)n1C1CCCC1
    -8	100	105	15	107	110	110	7
CC(C)(C)n1nnnc1C(c1cccs1)N(Cc1cccnc1)Cc1ccccc1Cl (stereo not drawn)
    6	97	102	6	100	99	100	1
Cc1cc(NC(=O)c2ccoc2C)ccc1Br
    13	98	93	6	95	101	86	32
O=C(CS(=O)(=O)Cc1ccccc1)Nc1nc2c(s1)CCCC2
    -3	97	100	1	100	99	101	10
CCOC(=O)Cc1csc(NC(=O)CC)n1
    1	107	106	8	103	111	103	1
COc1ccccc1N1CCN(C(=O)CSc2nnc(NC(=O)C3CC3)s2)CC1
    -10	103	98	1	103	104	103	3
c1ccc(Cc2noc(CN3CCCN(C4Cc5ccccc5C4)CC3)n2)cc1
    1	119	107	6	102	120	105	3
CCOC(=O)c1c(C)nc2sc3c(=O)n(-c4ccc(OC)cc4)cnc3c2c1-c1ccc(OC)cc1
    9	105	113	-1	106	111	108	0
O=C(NC1CCCCCCC1)c1c(O)c2ccccc2[nH]c1=O
    3	93	91	10	96	90	100	0
O=C1NN(c2ccccc2)C(=O)C2C1C1C=CC2C12CC2 (stereo not drawn)
    5	104	100	3	103	99	101	1
CCn1c(-c2ccco2)n[nH]c1=S
    1	100	108	-3	100	100	104	-1
COc1ccc(C(=O)COC(=O)Cn2[nH]c(=O)c3ccccc3c2=O)c(OC)c1
    5	107	96	-6	99	97	107	-1
CC(=NCCc1c(C)[nH]c2ccc(OC(F)(F)F)cc12)C1=C(O)CC(c2ccccc2)CC1=O (stereo not drawn)
    -4	93	105	7	103	100	101	4
Cc1cc(C)c(C)c(C(=O)COC(=O)CNC(=O)CNC(=O)c2ccco2)c1C
    -10	99	103	-6	103	100	106	2
Cc1ccc(CNC(=O)CCC(=O)N2CC(C)Oc3ccc(Cl)cc32)cc1 (stereo not drawn)
    1	103	103	2	99	104	105	1
Cc1cc(C)cc(NC2=CC(=O)CC(c3ccco3)C2)c1 (stereo not drawn)
    6	107	106	16	111	100	108	7
CC1CN(C(=S)Nc2ccccc2F)CC(C)O1 (stereo not drawn)
    -8	88	110	-2	106	108	105	-1
Cc1nnc(SCC(N)=O)n1CCc1ccccc1
    0	93	90	-3	96	98	x	4
Cc1ccc2c(cnn2C(=O)CCCC(=O)NCc2cccc(F)c2)c1
    0	100	95	0	100	100	98	3
CCOC(=O)C(=CNc1cc(C)nn1-c1ccccc1)C(=O)OCC
    -10	u	u	11	x	93[may fluoresce red and violet]	u	10
COc1c2occc2c(OC)c2c(=O)cc(C)oc12
    8	128	82	3	95	94	88	104*
COc1cccc(-c2cc(C(F)(F)F)nc(-n3cccn3)n2)c1
    7	101	93	-3	99	107	100	-14
O=C1NC(N2CCOCC2)=N/C1=C/c1ccc2c(c1)OCO2
    13	98	99	5	97	95	99	54*
CN1CCN(C(CNS(=O)(=O)c2ccc(Cl)cc2)c2cccnc2)CC1 (stereo not drawn)
    8	100	102	8	103	103	110	0
CC(=O)c1csc(COc2ccccc2)n1
    -1	107	102	-4	93	89	104	2
O=C(O)/C=C/c1cn(Cc2ccccc2)nc1-c1ccccc1
    -6	97	103	4	100	101	100	-2
Cc1ccc(C)c(N2C(=O)C3C4C=CC(CC4)C3C2=O)c1 (stereo not drawn)
    1	93	96	0	102	106	75	-2
CN1CCc2c(sc3nc(SCC(=O)NCc4ccco4)n(-c4ccccc4)c(=O)c23)C1
    -13	95	100	5	100	112	99	4
Cc1cc(NC(=O)/C=C/C(=O)N(CC(=O)NC2CCCC2)c2cccc3ccccc23)no1
    -3	104	95	7	94	91	100	3
Cn1c(Cn2c(=O)sc3ccccc32)nnc1SCC(=O)Nc1ccc2c(c1)OCO2
    -1	103	98	2	103	111	104	59*
Cn1nc(C(=O)NCCOc2ccccc2)c2ccccc2c1=O
    -2	105	91	5	87	112	99	6
COc1ccc(C(=O)N/N=C/c2ccc(SC)cc2)cc1
    10	94	98	4	100	106	89	13
Cc1cccc(-c2onc3ccc(C(=O)/C=C/N(C)C)cc23)c1
    -14	90[may fluoresce violet]	u	-6	101[may fluoresce violet]	112[may fluoresce violet]	20[may fluoresce violet]	3
CCC(=O)Nc1c(C(=O)N2CCN(c3ccccn3)CC2)cnn1-c1ccc(C)cc1
    3	94	103	7	101	108	100	0
CCOC(=O)C1CCCN(C2CC(=O)N(c3ccc(C)c(C)c3)C2=O)C1 (stereo not drawn)
    -22	107	110	-16	110	104	110	0
CCCC(C(=O)NCc1ccccc1)N(C(=O)Cn1nnc(-c2cccs2)n1)c1ccc2c(c1)OCCO2 (stereo not drawn)
    -4	98	99	-13	102	98	102	0
CCOC(=O)c1c(SCC(=O)Nc2nccs2)nc(C)c(C)c1C
    x	69	103	x	106	101	86	x
CC1(C)CCCN(Cc2c(O)ccc3c(=O)c(-c4nc5ccccc5s4)c(N)oc23)C1
    -5	91	101	3	111	100	98	10
Cc1ccc(CNC(=O)COC(=O)Cc2ccc(-c3ccccc3)cc2)cc1
    -4	76	90	-1	98	61	83	-1
CCOC(=O)c1c(C)n(C)c2ccc(O)c(S(=O)(=O)c3ccccc3)c12
    -9	103	111	0	104	107	107	7
O=C(/C=C/c1ccc(S(=O)(=O)N2CCOCC2)cc1)NC(=S)Nc1ccc(Cl)cc1Cl
    1	95	101	7	107	102	108	2

Brought forward from above: two entries; new compounds follow.
Second line of a record: procasp7 counter	LAP4 TOR yeast	CIT2-GFP yeast	procasp3 activ	RPL19A TOR yeast	MEP2 TOR yeast	AGP1 TOR yeast	AHR act
CCOC(=O)c1c(C)n(C)c2ccc(O)c(S(=O)(=O)c3ccccc3)c12
    -9	103	111	0	104	107	107	7
O=C(/C=C/c1ccc(S(=O)(=O)N2CCOCC2)cc1)NC(=S)Nc1ccc(Cl)cc1Cl
    1	95	101	7	107	102	108	2
COC(=O)c1ccc(C(=O)OC)c(NC(=S)N2CCN(c3cc(Cl)ccc3C)CC2)c1
    3	105	94	-2	102	103	98	0
C=CCSc1nnc(C)n1-c1ccc(Cl)cc1
    0	96	104	2	100	103	106	-1
COc1ccc(Cl)cc1N(C(C)C(=O)O)S(C)(=O)=O (stereo not drawn)
    -12	98	92	12	99	95	101	1
COC(=O)c1[nH]c2ccc(C)cc2c1NC(=O)Nc1ccccc1OC
    -5	95	104	3	99	103	99	20

Bioassay records (PubChem)
